Screening results: PubChem BioAssay, National Center for Advancing Translational Sciences (NCATS)
aSyn yeast inh: rescues yeast growth from alpha-synuclein toxicity; Yeast expressing alpha-synuclein, growth rescue, BacTiter-Glo, 24 h; Potency, µM (top dose mostly 46.1 µM), without a hit: top-dose growth rescue (activation), hits mostly activators; 370,000 tested, 0.14% active; note: potency is the fitted concentration of half-maximal effect; % of control where 0% means no effect; nearly all actives have a fitted effect of over 65% in size
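Readout is rescue of growth in alpha-synuclein-expressing yeast, so inhibitors of toxicity appear as activators. Growth after 24 hr at 30 deg C in galactose medium is quantified by luminescence.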
D3 ag: activates the human D3 dopamine receptor; P35462; D3R DiscoveRx beta-arrestin cells, luminescence, 90 min; max activation, %; 410,000 tested, 0.58% active; AID 652048; in the data active = max activation above about 30%; note: 0% is about no effect; mostly tested at two doses, the higher about 12 µM
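Agonist-mode cell screen: cells plated at 1500/well and incubated overnight at 37 °C, then exposed to library compounds for 90 min at 37 °C. Detection reagent was added for 30–60 min at room temperature, and luminescence was read.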
EPAC2 antagonist: blocks human EPAC2 exchange factor. Q8WZA2. EPAC2 GEF exchange of Rap1B-BODIPY-GDP, fluorescence. Potency, µM (doses to about 114 µM), inactives show top-dose activity, negative = inhibition, hits mostly inhibitors. 360,000 tested, 0.18% active. AID 720708; note: potency is the fitted concentration of half-maximal effect; % is set by controls: 0 for no effect and ±100 for the full control effect; nearly all actives have a fitted effect of over 45% in size; many of its hits are not listed in these tables
Target sequence (Q8WZA2 whole entry, looked up): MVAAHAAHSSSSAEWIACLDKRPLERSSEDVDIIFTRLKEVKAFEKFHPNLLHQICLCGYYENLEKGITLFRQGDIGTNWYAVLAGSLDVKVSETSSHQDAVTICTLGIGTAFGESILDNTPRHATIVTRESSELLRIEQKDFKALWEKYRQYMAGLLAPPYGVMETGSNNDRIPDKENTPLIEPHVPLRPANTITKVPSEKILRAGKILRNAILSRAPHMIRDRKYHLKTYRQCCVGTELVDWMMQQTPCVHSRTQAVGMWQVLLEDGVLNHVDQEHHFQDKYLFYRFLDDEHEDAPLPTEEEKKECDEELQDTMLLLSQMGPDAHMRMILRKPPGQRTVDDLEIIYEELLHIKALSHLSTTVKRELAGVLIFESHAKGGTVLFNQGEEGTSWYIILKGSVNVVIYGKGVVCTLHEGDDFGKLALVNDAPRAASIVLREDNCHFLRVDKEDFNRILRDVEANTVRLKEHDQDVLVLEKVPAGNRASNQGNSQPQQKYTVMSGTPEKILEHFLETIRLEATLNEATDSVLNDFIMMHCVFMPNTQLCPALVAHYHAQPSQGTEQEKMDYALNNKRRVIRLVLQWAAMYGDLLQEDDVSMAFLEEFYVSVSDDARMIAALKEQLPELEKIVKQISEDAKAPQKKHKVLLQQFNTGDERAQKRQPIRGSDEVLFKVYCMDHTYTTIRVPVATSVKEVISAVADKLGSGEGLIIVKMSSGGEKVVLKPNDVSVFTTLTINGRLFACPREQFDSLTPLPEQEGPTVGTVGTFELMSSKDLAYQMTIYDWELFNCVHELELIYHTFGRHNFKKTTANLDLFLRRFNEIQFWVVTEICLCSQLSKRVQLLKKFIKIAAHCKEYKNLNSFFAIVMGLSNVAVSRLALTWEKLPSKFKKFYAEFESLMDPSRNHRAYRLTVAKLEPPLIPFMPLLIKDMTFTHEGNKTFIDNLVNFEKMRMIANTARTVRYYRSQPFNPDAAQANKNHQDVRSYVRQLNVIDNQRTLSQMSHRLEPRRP
D3 antag: blocks the human D3 dopamine receptor. 360,000 tested, 2.5% active. AID 652054. P35462. D3R cells, DiscoveRx beta-arrestin luminescence, antagonist mode; active compounds read low. max response, negative = inhibition, %; in the data active = max response below about -50%; inconclusive = no clear call, values can overlap the other calls; note: % is set by controls: 0 for no effect and ±100 for the full control effect; mostly tested at two doses, the higher about 12 µM
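Cells expressing the human receptor were seeded at 1500 cells/well, incubated overnight at 37 degrees C in 5% CO2, then exposed to library compounds with dopamine controls for 90 minutes at 37 degrees C before luminescent detection.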
FUS yeast rescue: rescues growth of FUS-expressing yeast. Potency, µM (titrated, usually from 76.6 µM), inactives show at the highest dose growth rescue (activation), most hits filed as activators. S. cerevisiae FUS-expressing, growth rescue, OD600, 24 h. 390,000 tested, 0.24% active. AID 1347120;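 note: potency is the fitted concentration of half-maximal effect; plate controls were DMSO vehicle for no effect and reference control for full effect; nearly all actives have a fitted effect of over 55% in size; some results filed as inactive show a strong effect at the top dose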
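Galactose (2%) drives FUS expression in yeast precultured in raffinose; seeding density OD 0.005. Test compounds incubated 24hr at 30C and 99% humidity before absorbance at 600 nm was measured.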
Abeta rescue: compounds reversing amyloid beta toxicity in yeast | AID 1347071 | yeast expressing A-beta42, growth rescue, OD600, 48 h; response scale: 0% DMSO, 100% iron-clioquinol control | Potency, µM (doses to about 46.1 µM), inactives show at the highest dose growth rescue, actives largely listed as activators | 410,000 tested, 0.063% active; note: potency is the fitted concentration of half-maximal effect; nearly all actives have a fitted effect of over 55% in size
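Growth rescue measured by 600 nm absorbance after 48 h yeast culture at 30 C with compound. Values normalized between DMSO and an equimolar ferric chloride plus clioquinol control.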
TDP-43 yeast inh: inhibitors of TDP-43 toxicity in yeast | 410,000 tested, 1.8% active | TDP-43 expressing yeast growth rescue, BacTiter-Glo, 24 h | Potency, µM (highest dose often 46.1 µM), inactives show at the top dose growth rescue (activation), hits mostly activators; note: potency is the fitted concentration of half-maximal effect; % of control where 0% means no effect; nearly all actives have a fitted effect of over 50% in size
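Yeast expressing TDP-43 (pregrown in raffinose, seeded at OD600=0.02 in galactose medium) exposed to compounds 24 hr at 30 deg C. Growth read by BacTiter-Glo luminescence; rescue of toxicity appears as increased signal.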
EPAC2 agonist: EPAC2 (human) agonism; EPAC2 activation, biochemical qHTS; response scale: 100% = 6.5 mM cAMP response; 360,000 tested, 0.079% active; AID 720711; Potency, µM (highest dose often 154 µM), for inactives: top-dose activation, usual class: activators; Q8WZA2; note: potency is the fitted concentration of half-maximal effect; nearly all actives have a fitted effect of over 50% in size
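Nucleotide exchange monitored as fluorescence drop when BODIPY-GDP leaves Rap1B. Reaction: 100 nM EPAC2, 250 nM RAP1B-BODIPY-GDP, 50 uM GDP, room temperature, kinetic read over 30 min. Activity expressed relative to 6.5 mM cAMP.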
An asterisk follows results filed as active; ? = inconclusive; . = not tested or not shown; & = joins results of further samples; [ ] = another dose, or the depositor's remark. Unless noted, calls come from the whole dose curve; as a rule, active = well fitted curve in the direction sought with a large enough effect; inconclusive = small, poorly fitted or top-dose-only effect, or another doubt; inactive = no such curve, though single readings can be large; an effect the other way counts as inactive or inconclusive. Only part of the results is shown; count on the stated rates, not on these rows.

SMILES	aSyn yeast inh	D3 ag	EPAC2 antagonist	D3 antag	FUS yeast rescue	Abeta rescue	TDP-43 yeast inh	EPAC2 agonist
COc1cc(/C=C/C(=O)O)ccc1OCc1ccc([N+](=O)[O-])cc1	-0.1%	4.7	3.9%	-0.7	-3.2%	12.8%	-3.6%	5.3%
CCOc1ccc(NS(=O)(=O)c2cc(C(=O)NCCCN3CCOCC3)ccc2C)cc1	0.0%	-1.5	-2.2%	-6.4	-22.6%	-18.2%	9.2%	-5.4%
CCOC(=O)C1CCN(S(=O)(=O)CCNC(=O)c2ccc(F)cc2)CC1	-7.3%	-5.5	9.0%	0.0	12.9%	9.1%	2.9%	0.7%
Cc1noc(C)c1C(=O)NNc1ccc(C(C)C)cc1	0.1%	8.6	4.1%	8.1	10.4%	26.0%	-11.5%[1.82 µM]	5.9%
CCCCn1c(-c2ccc(C)cc2)c(C)n2c3c(=O)n(C)c(=O)n(C)c3nc12	.	6.7	.	.	0.1%	-9.8%	22.3%	.
CCSc1nc2cc(OC)c(OC)cc2c(=O)n1CC	10.0%	-6.6	-10.2%	12.8	?	-28.7%	8.7%	6.2%
CC(=O)Nc1ccc(NC(=O)CCS(=O)(=O)c2ccc3c(c2)oc(=O)n3C)cc1	0.4%	3.4	-5.8%	-12.3	14.7%	6.1%	-2.4%	4.1%
CC(=O)N1Cc2ccccc2CC1C(=O)O (stereo not given)	-8.0%	3.7	5.7%	?	-13.3%	-35.0%[inhibitor]	2.6%	-1.4%
O=C(c1cc2ccccc2o1)N1CCCCCC1	24.2%	-0.1	-5.5%	2.1	2.4%	-18.7%	8.6%	1.3%
CC(=O)C1=CN(Cc2ccccc2)CCC1=O	0.5%	6.0	10.2%	-6.3	-2.2%	-10.2%	14.2%	9.4%
COC(=O)[C@@]1(Cc2ccc(F)cc2)[C@H]2c3cc(C(=O)N4CCCC4)n(Cc4cc(F)cc5c4OCOC5)c3C[C@H]2CN1C(=O)c1ccccc1	-0.7%	-0.5	2.4%	-16.1	?	6.9%	24.4%	9.9%
COc1ccc(CN2CCN(C(=O)c3ccc(S(=O)(=O)NCc4ccco4)cc3)CC2)cc1	-4.2%	-11.9	0.2%	-3.8	0.0%	3.1%	3.8%	-3.1%

3 records drawn at random from those above, as already listed:
SMILES	aSyn yeast inh	D3 ag	EPAC2 antagonist	D3 antag	FUS yeast rescue	Abeta rescue	TDP-43 yeast inh	EPAC2 agonist
Cc1noc(C)c1C(=O)NNc1ccc(C(C)C)cc1	0.1%	8.6	4.1%	8.1	10.4%	26.0%	-11.5%[1.82 µM]	5.9%
CC(=O)C1=CN(Cc2ccccc2)CCC1=O	0.5%	6.0	10.2%	-6.3	-2.2%	-10.2%	14.2%	9.4%
CCCCn1c(-c2ccc(C)cc2)c(C)n2c3c(=O)n(C)c(=O)n(C)c3nc12	.	6.7	.	.	0.1%	-9.8%	22.3%	.

Some of these compounds in order of SMILES length, lowest first.
SMILES	aSyn yeast inh	D3 ag	EPAC2 antagonist	D3 antag	FUS yeast rescue	Abeta rescue	TDP-43 yeast inh	EPAC2 agonist
O=C(c1cc2ccccc2o1)N1CCCCCC1	24.2%	-0.1	-5.5%	2.1	2.4%	-18.7%	8.6%	1.3%
CCOC(=O)C1CCN(S(=O)(=O)CCNC(=O)c2ccc(F)cc2)CC1	-7.3%	-5.5	9.0%	0.0	12.9%	9.1%	2.9%	0.7%
CC(=O)Nc1ccc(NC(=O)CCS(=O)(=O)c2ccc3c(c2)oc(=O)n3C)cc1	0.4%	3.4	-5.8%	-12.3	14.7%	6.1%	-2.4%	4.1%

(more compounds)
SMILES	aSyn yeast inh	D3 ag	EPAC2 antagonist	D3 antag	FUS yeast rescue	Abeta rescue	TDP-43 yeast inh	EPAC2 agonist
CCCCCc1ccc(-c2cn(Cc3ccc([N+](=O)[O-])cc3)nn2)cc1	1.2%	-7.9	-11.9%	-25.6	-15.4%	2.7%	16.0%	-8.3%
CCc1ccc(-c2nc(CS(=O)CC(=O)NCc3ccco3)c(C)o2)cc1 (stereo not given)	6.1%	8.4	-1.3%	6.2	31.0%	10.0%	-16.0%	-8.2%
CC1=C(C(=O)N2CCOCC2)CC(CC(=O)NCc2cccc3ccccc23)C(=O)N1CCC1=CCCCC1 (stereo not given)	1.0%	-3.5	2.7%	-26.6	12.4%	-4.1%	23.8%	14.4%
CCOc1cccc(C(=O)N(Cc2ccc(C(C)C)cc2)C2CCS(=O)(=O)C2)c1 (stereo not given)	.	4.7	.	.	33.0%	9.8%	?	.
NC1=NC(=O)C(Cc2ccc(F)cc2)S1 (stereo not given)	0.3%	-2.9	18.4%	5.9	6.2%	-3.0%	-6.6%	2.8%
CC(=O)Nc1cccc(-c2csc(NCc3ccccc3)n2)c1	-1.8%	0.0	-4.1%	-10.2	44.9%	-0.2%	7.9%	19.8%
COc1cc(OC)c(OC)cc1/C=N/n1c(COc2ccccc2)n[nH]c1=S	-6.0%	-8.0	-7.3%	?	19.0%	-14.5%	15.4%	9.9%
Cc1nc2sc(C(=O)OC(C)C)c(N)c2c(C)c1C	0.2%	3.8	-2.1%	-8.5	4.7%	-9.3%	6.0%	-9.9%
Cc1cc2c(nn1)CCc1nonc1-2	4.3%	7.5	3.4%	-9.8	-0.8%	21.6%	-11.8%	3.3%
CSCCC(C(=O)Nc1c(C)cccc1C)N1CCN(C/C=C/c2ccccc2)CC1 (stereo not given)	-1.9%	-12.0	14.7%	-80.8*	-20.0%	-1.3%	24.0%	7.6%
COC(=O)CCCCC1SCC2NC(=O)NC21O (stereo not given)	-4.3%	-4.8	3.6%	0.0	.	-16.7%	1.2%	16.2%
COc1cc2c(cc1OC)C(C)N(C(=O)/C=C/c1cc(OC)c(OC)c(OC)c1)CC2 (stereo not given)	-3.8%	-1.7	0.5%	14.2	-8.8%	-1.8%	-0.3%	0.8%
O=S(=O)(NC(=NCc1ccccc1)c1ccc(F)cc1)c1ccc(Cl)cc1	0.5%	4.6	3.9%	0.6	-14.2%	?	9.6%	4.7%
COc1ccc(CNC(=O)c2coc(=O)c3ccccc23)c(OC)c1	6.5%	-5.3	6.3%	-13.4	14.9%	26.3%	2.8%	4.7%
CC1(C)NC(=O)N(CC(=O)NNC(=O)c2ccccc2F)C1=O	1.9%	0.6	5.4%	2.8	.	8.8%	6.3%	1.2%
Cc1cc2[nH]c(=O)c(=O)[nH]c2cc1S(=O)(=O)NC1CCCCC1C (stereo not given)	-0.8%	-6.9	10.0%	5.0	-5.7%	-9.3%	15.7%	12.0%
CC(=O)N1CCN(S(=O)(=O)c2cccc(C(=O)NNC(=O)c3ccc(Br)cc3)c2)CC1	1.5%	2.3	1.1%	14.8	9.9%	5.2%	20.5%	-6.7%
CCOc1ccc(NC(=O)c2ccc3nc(C(C)C)oc3c2)cc1	.	2.6	.	.	-2.8%	-1.8%	9.2%	.
Cc1cc(N=Nc2ccccc2)cc(C)c1NC(=O)C(F)(F)F	-9.6%	6.1	?	16.7	.	11.3%	3.7%	-17.4%
CN(C(=O)CSc1nc2ccccc2c(=O)n1-c1ccc(F)cc1)C1CCS(=O)(=O)C1 (stereo not given)	-9.5%[1.84 µM]	-0.7	4.2%	-7.7	20.0%	6.8%	7.8%	8.1%
Cc1ccsc1C1C(C#N)=C(N)N(N(C)C)C2=C1C(=O)CCC2 (stereo not given)	-4.7%	-8.3	3.9%	0.6	13.9%	-7.8%	-14.3%[9.22 µM]	5.4%
O=C(C1CCCN(S(=O)(=O)c2ccccc2)C1)N1CCCCC1 (stereo not given)	0.7%	1.3	1.1%	1.3	0.3%	-9.0%	17.9%	4.8%
Cc1ccccc1NC(=O)[C@H](CSCc1ccccc1)N1Cc2ccccc2C1=O	.	-2.9	.	.	-10.2%	-5.8%	11.9%	.
CCOc1ccccc1NC(=O)CN1C(=O)COc2ccc(S(=O)(=O)N3CCOCC3)cc21	7.9%	2.7&8.6	-7.6%	1.5	-8.2%&17.0%	5.2%&6.7%	4.0%&18.8%	0.4%
CCC1(C)Cc2c(sc3nnn(Cc4ccccc4Cl)c(=O)c23)CO1 (stereo not given)	1.6%	7.5	-0.8%	10.8	15.4%	0.3%	-1.2%	4.1%
COC(=O)Cc1ccc(NC(=O)c2ccc(Br)o2)cc1	-12.4%	-0.5	5.2%	-21.6	-17.4%	-1.5%	-5.1%	-4.7%
CCCCCC1CCC(C(=O)NCCN2CCOCC2)CC1 (stereo not given)	-3.6%	-16.1	-1.8%	-19.9	13.4%	-21.2%	-16.2%	-1.4%
COC(=O)c1ccccc1NC(=O)CCc1c(C)nc2cc(-c3ccc(Cl)cc3)nn2c1C	.	-9.1	.	.	-11.5%	-16.3%	26.7%	.
COc1ccc(/C(O)=C2/C(=O)C(=O)N(CCN3CCOCC3)C2c2ccccn2)cc1OC (stereo not given)	-18.9%	-7.3	3.7%	-15.0	25.2%	-19.0%	2.7%	-0.3%
Cc1cccc(N2C(=O)N3[C@@H]4c5ccccc5OC[C@@H]4[C@@H](c4ccccc4)[C@]3(C)C2=O)c1	-7.2%	10.0	1.5%	76.0	18.2%	-0.3%	2.5%	14.2%
CC(OC(=O)c1ccc(Cl)nc1)C(=O)NCc1ccc2c(c1)OCO2 (stereo not given)	-7.4%	-5.1	-1.4%	11.6	24.1%	-1.9%	2.0%	-0.2%
COc1ccc(-c2csc(N(CC3CCCO3)C(=O)c3cccs3)n2)cc1 (stereo not given)	-11.1%	0.8	2.3%	0.0	17.9%	-22.2%	0.0%	1.9%
O=C(Cn1c(=O)oc2ccccc21)NCc1ccco1	0.5%	-2.3	4.1%	-13.8	-27.2%	10.5%	2.6%	12.0%
COc1ccc(CNC(=O)c2cc(C(C)=O)c[nH]2)cc1	-3.7%	-5.3	5.3%	-18.3	-4.0%	-20.1%	-16.5%	7.0%
CCOc1ccc(-c2cc(NC(=O)c3ccccc3)c(C(=O)OC)s2)cc1	.	2.9	.	.	-29.0%	-7.4%	18.9%	.
CC(=O)NCc1ccc(C(=O)CCl)cc1	-17.3%	-4.9	-1.6%	-28.1	33.2%	-28.7%	21.2%[9.22 µM]	1.5%
